HCMV inh – qHTS Assay for inhibitors of the human cytomegalovirus (HCMV); HFF cells, HCMV-luciferase reporter, 72 h; stronger effect = lower value; actives 4.5% (n = 410,000); activity change, negative = inhibition, % at 57.5 µM; AID 1259415, 2018; in the data active = activity change below about -60%; inconclusive = no clear call, values can overlap the other calls; inactive = above about -39%
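Two-dose cell screen: HFF monolayers treated with compounds and infected with luciferase-expressing HCMV at 1 PFU/cell, 72 h at 37C, then lysed for luciferase measurement.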
Giardia FBPA inh – qHTS Assay for Inhibitors of Fructose-1,6-bisphosphate Aldolase from Giardia Lamblia; AID 2451, 2010; purified Giardia FBPA; Potency, µM (doses to about 59.6 µM), inactives show at the top dose activity, negative = inhibition, actives largely listed as inhibitors; A8B2U2; actives 0.71% (n = 290,000); also: potency is read from the fitted curve at half-maximal effect; nearly all actives have a fitted effect of over 55% in size
Target sequence (A8B2U2 whole entry, looked up): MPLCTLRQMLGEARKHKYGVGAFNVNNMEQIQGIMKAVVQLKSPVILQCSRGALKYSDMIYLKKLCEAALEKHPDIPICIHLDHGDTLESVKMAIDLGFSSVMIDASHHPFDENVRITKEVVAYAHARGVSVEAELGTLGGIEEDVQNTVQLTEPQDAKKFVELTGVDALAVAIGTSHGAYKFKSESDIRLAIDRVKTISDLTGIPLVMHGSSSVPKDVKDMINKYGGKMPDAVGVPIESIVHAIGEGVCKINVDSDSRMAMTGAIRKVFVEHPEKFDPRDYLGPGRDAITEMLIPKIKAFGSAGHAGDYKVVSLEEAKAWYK
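40 nM FBPA preincubated 10 min at RT with compound (up to 57.5 uM final), then substrate plus GAPDH/TPI/NAD/arsenate coupling and diaphorase/resazurin added. Fluorescence read after 20 min at RT, 525/598 nm.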
Sm TGR block – qHTS Assay for the Inhibitors of Schistosoma Mansoni Peroxiredoxins | Schistosoma mansoni thioredoxin glutathione reductase (TGR), Q962Y6 | purified TGR, DTNB reduction, TNB absorbance 405 nm | Potency, µM (titrated, usually from 114 µM), without a hit: at the top dose activity change, negative = inhibition, usual class: inhibitors | actives 3% (n = 360,000); also: potency is read from the fitted curve at half-maximal effect; nearly all actives have a fitted effect of over 60% in size
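TGR 20 nM + NADPH 100 uM (dispensed conc.), cpd preinc 15 min RT; start with NADPH (500 uM addition) then DTNB (15 mM addition). Kinetic TNB absorbance, 405 nm filter. Four-parameter Hill fit across titration.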
AMA1 RON2 block – qHTS for Inhibitors of AMA1-RON; Towards Development of Antimalarial Drug Lead: Primary Screen; Plasmodium falciparum AMA1 (3D7) - RON2 peptide interaction; AlphaScreen AMA1-biotinylated RON2 peptide binding; Potency, µM (doses to about 58.2 µM), for inactives: top-dose activity change, negative = inhibition, hits mostly inhibitors; actives 0.2% (n = 360,000);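 also: potency is read from the fitted curve at half-maximal effect; 0% = vehicle wells and -100% = peptide control; nearly all actives have a fitted effect of over 45% in size; some results filed as inactive show a strong effect at the top dose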
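AMA1 (3D7) with his tag at 25 nM final met compounds first, then biotinylated RON2 peptide at 25 nM; detection used donor plus acceptor beads, 10 µg/mL apiece, read by AlphaScreen after 30 min at room temperature.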
AmpC inh no detg – qHTS Inhibitors of AmpC Beta-Lactamase (assay without detergent) | P00811 | actives 0.52% (n = 330,000) | AmpC nitrocefin hydrolysis, absorbance 480 nm, 0.0001% Triton | Potency, µM (series often up to 57.1 µM), for inactives: at the highest dose activity change, negative = inhibition, most hits filed as inhibitors;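 also: potency is read from the fitted curve at half-maximal effect; plate controls were no compound for no effect and no enzyme for full effect; nearly all actives have a fitted effect of over 20% in size; some results filed as inactive show a strong effect at the top dose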
Target sequence (P00811 whole entry, looked up): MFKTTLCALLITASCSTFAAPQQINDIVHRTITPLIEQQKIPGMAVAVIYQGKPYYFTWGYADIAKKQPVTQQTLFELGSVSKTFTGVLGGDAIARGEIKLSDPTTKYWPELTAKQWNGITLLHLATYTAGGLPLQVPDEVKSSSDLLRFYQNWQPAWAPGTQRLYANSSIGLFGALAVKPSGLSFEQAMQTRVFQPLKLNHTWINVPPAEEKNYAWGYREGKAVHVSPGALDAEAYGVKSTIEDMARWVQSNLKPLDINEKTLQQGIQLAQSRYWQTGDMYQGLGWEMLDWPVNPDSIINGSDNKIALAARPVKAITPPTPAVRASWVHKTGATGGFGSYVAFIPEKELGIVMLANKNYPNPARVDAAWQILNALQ
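AmpC (5.3 nM in the dispensed reagent) in 20 mM phosphate pH 7.0 with 0.01% (detergent screen) or 0.0001% Triton X-100 was preincubated with compounds for 15 min at room temperature. Nitrocefin was then added from an 800 uM solution, and hydrolysis was followed at 480 nm.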
AmpC inh detg – qHTS Inhibitors of AmpC Beta-Lactamase (assay with detergent). AmpC hydrolysis of nitrocefin, absorbance 480 nm, 0.01% Triton. actives 0.041% (n = 370,000). Potency, µM (highest dose often 114 µM), without a hit: top-dose activity change, negative = inhibition, most hits filed as inhibitors. AID 485294, 2010. P00811;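 also: potency is read from the fitted curve at half-maximal effect; 0% = no-compound wells and -100% = no-enzyme wells; nearly all actives have a fitted effect of over 25% in size; some results filed as inactive show a strong effect at the top dose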
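AmpC (5.3 nM in the dispensed reagent) in 20 mM phosphate pH 7.0 with 0.01% (detergent screen) or 0.0001% Triton X-100 was preincubated with compounds for 15 min at room temperature. Nitrocefin was then added from an 800 uM solution, and hydrolysis was followed at 480 nm.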
Active calls of the source: *; u = inconclusive; x = no result given; [ ] = dose if it differs, or a comment. Unless noted, calls follow the shape of the dose curve; as a rule, active = well fitted curve in the direction sought with a large enough effect; inconclusive = small, poorly fitted or top-dose-only effect, or another doubt; inactive = no such curve, though single readings can be large; an effect the other way counts as inactive or inconclusive. Unless noted, % is scaled to controls: 0 for no effect and ±100 for the full control effect.

SMILES | HCMV inh | Giardia FBPA inh | Sm TGR block | AMA1 RON2 block | AmpC inh no detg | AmpC inh detg
CCCCNc1cc(F)nc(N)n1 | -10 | 2% | 1% | -8% | -15% | 4%
c1ccc(SCc2nc(-c3ccncc3)n[nH]2)nc1 | -27 | -4% | -1% | 11% | -3% | 1%
CC(=O)c1cccc(NC(=O)C2CCN(S(=O)(=O)c3ccc(F)cc3)CC2)c1 | -39 | 2% | -20% | -3% | -29% | u
O=C(O)c1ccc2c(c1Nc1ccccc1)C(=O)c1ccccc1C2=O | 45 | -7% | 0% | -29% | -30% | 1%
Cc1ccc(C(=O)COC(=O)c2cc(Cl)nc3ccccc23)cc1 | -12 | 1% | 1% | -5% | -17% | 2%
Cc1ccc2c(c1)N(C(=O)N1CCC(C(=O)NCc3cccc(Br)c3)CC1)CCO2 | -22 | x | 32% | x | x | 9%
O=C(NCCc1ccccc1)C1CCCN1C(=O)Nc1ccc(Cl)cc1 (stereo unspecified) | -18 | 6% | -18% | -2% | 7% | -8%
O=C(NCc1ccc(Cl)cc1)C1CCC(=O)N(C2CC2)C1 (stereo unspecified) | 0 | 4% | -12% | -3% | 3% | -11%
Cc1ccc(N2C(=O)c3ccc(C(=O)O)cc3C2=O)cc1C | 13 | 27% | -16% | -4% | -11% | -3%
N#CCN1C(=O)C(=O)N(Cc2cccc(Cl)c2)C1=O | 11 | -4% | u | -4% | -24% | 4%
CCC(C)(C)NC(=O)C(c1ccc(F)cc1)N(Cc1cccs1)C(=O)c1cnccn1 (stereo unspecified) | 13 | -1% | 3% | -2% | 115%[activator] | 1%
Cn1c(O)c(C(=Nc2ccc(F)cc2)c2ccccc2)c(=O)n(C)c1=O | 15 | -3% | 13% | -14% | -4% | -16%
COc1ccc(S(=O)(=O)N2CCC(C(=O)NCC3CC3)CC2)cc1 | -13 | x | 1% | -6% | 3% | 0%
CCN(CC)CCCNC(=O)C(C)n1nc(C)n2c(cc3occc32)c1=O (stereo unspecified) | 12 | x | 11% | x | x | 14%
COc1cc(/C=N/NC(=O)C2=NNC(=O)C2C)ccc1O (stereo unspecified) | -37 | -20% | -32% | 14% | 5% | 8%
CCCn1c(CCC(=O)O)ccc1-c1cccs1 | 21 | 18% | 3.5µM* | -21% | 4% | u
CC(C)N1CCc2c(sc(NC(=O)CN3C(=O)c4ccccc4C3=O)c2C(N)=O)C1 | 6 | -4% | 0% | 93%[activator] | -14% | 4%
COC(=O)c1[nH]c2ccc(F)cc2c1NC(=O)C1=COCCO1 | 18 | 5% | -1% | -1% | -32% | -11%
Cc1[nH]c2ccccc2c1C(=O)/C=C/c1ccccc1Cl | 0 | -9% | -1% | -9% | -11% | -14%
CCOC(=O)c1c(-c2ccccc2)oc2ccc(NS(=O)(=O)c3ccc(C)cc3C)cc12 | 29 | x | 4% | x | x | 13%
CCc1cc(=O)oc2cc(OCC(=O)N3C[C@H]4C[C@@H](C3)c3cccc(=O)n3C4)ccc12 | -22 | -3% | 0% | 7% | -20% | -7%
COc1ccc(NC(=O)CCC(=O)Nc2nnc(C(F)(F)F)s2)c(OC)c1 | 9 | 1% | 6% | -1% | -13% | u
CCNc1ccc([N+](=O)[O-])cc1 | 48 | -1% | 12% | 9% | -9% | -6%
Cc1ccc(S(=O)(=O)N2CCC(C(=O)N[C@@H](C)C(=O)Nc3ccc(F)cc3)CC2)cc1 | -4 | 18% | -20% | -4% | 23% | -9%
O=C(c1ccc(Br)cc1)N(Cc1ccco1)C1CCS(=O)(=O)C1 (stereo unspecified) | -9 | x | 8% | -1% | -9% | 0%
COC(=O)/C=C/c1cnc[nH]1 | -10 | u | 13% | -7% | -11% | 6%
COc1ccc2cc3cc(C(=O)NCCCN4CCC(C)CC4)oc3nc2c1 | x | x | 2% | 14% | 25% | -1%
Cc1ccc(OCC(=O)OCc2cc(=O)n3nc(C4CCCCC4)sc3n2)cc1 | 9 | x | -9% | x | x | -7%
Cc1ccc(NC(=O)Cn2cnc3ccccc32)cc1C | -36 | 5% | -6% | 24% | 2% | 0%
O=C(O)CCc1nn2c3ccccc3n(CC(=O)c3cccs3)c2nc1=O | 6 | 0% | -8% | 0% | -15% | -4%
CN(C)S(=O)(=O)c1cccc(NC(=O)c2ccc(-n3cncn3)c([N+](=O)[O-])c2)c1 | -1 | x | 5% | 8% | -23% | -10%
COc1ccc(CN2CCN(CCC(C)C)C(CCO)C2)cc1Cn1cncn1 (stereo unspecified) | -10 | 5% | 1% | 5% | 1% | 0%
COc1ccccc1-n1nnnc1SCC(=O)NCC1(N2CCOCC2)CCCCC1 | -9 | x | -7% | -6% | 24% | -15%
NC(=O)C1CCN(C(=O)CCC(=O)c2cccs2)CC1 | 27 | x | x | 5% | -6% | x
CC1CCCCN1C(=O)COC(=O)c1ccc(=O)n(Cc2ccccc2)n1 (stereo unspecified) | -3 | x | 2% | 1% | 2% | -13%
Cc1sc2nc3c(C(=O)N4CCN(c5ccccn5)CC4)cccn3c(=O)c2c1C | x | 3% | 2% | x | -11% | -13%
O=C(Nc1ccccc1)C1C2/C=C\CCCCC21 (stereo unspecified) | 0 | 1% | 5% | -3% | 0%[2.29 µM] | 0%
Cn1nc(C(=O)NCc2cccnc2)c2ccccc2c1=O | 95 | 6% | -5% | -6% | -11% | -9%
COc1ccc(CN2CCNC(=O)C2CC(=O)NCCCC2CCCC2)c(F)c1 (stereo unspecified) | 7 | x | u | 2% | 140%[activator] | -7%
Cc1cccc(CN2C3=NCCCN3c3ccccc32)c1 | -5 | -9% | 0% | -14% | -7% | -3%
O=C(Nc1ccnn1C1CCN(CCCc2ccccc2)CC1)c1cccc(F)c1 | 0 | x | -7% | -1% | 29% | -12%
COc1cc(/C=C(\C#N)c2nc3ccccc3[nH]2)cc(Br)c1OCc1ccc(F)cc1 | -24 | -3% | 3% | -17% | -30% | 6%
CC1CCN(S(=O)(=O)c2ccc(NC(=O)CN3CCCCCC3)cc2)CC1 | u | 1% | -8% | 13% | -2% | -3%
O=C(CS(=O)(=O)c1cn(CC(=O)N2CCCC2)c2ccccc12)Nc1ccccc1 | -19 | x | -21% | -10% | -9% | -5%
COc1ccc2ccccc2c1/C=N\NC(=O)c1ccc(C)s1 | u | x | 2% | 24% | 11µM* | -1%
CC(C)(C)N(Cc1ccccc1)C(=O)COC(=O)CSc1ccc([N+](=O)[O-])cc1 | -12 | x | 3% | u | -27% | u
Cc1ccc(N2C(=O)c3ccccc3NC2c2ccccc2O)cc1 (stereo unspecified) | 62 | 8% | -4% | -5% | -39% | -9%
CN(C)/C=N/c1c(C#N)cnn1-c1ncnc2sc(-c3ccccc3)cc12 | -23 | 4% | -17% | 13% | 141%[activator] | -14%
CN1CCC(N2CCN(c3cccc(C(F)(F)F)c3)CC2)CC1 | -25 | -14% | 55%[activator] | -1% | -13% | -12%
CCOc1ccc(C2C(=O)N(C3CCCCC3)CC(=O)N2CCc2ccccc2)cc1OC (stereo unspecified) | -28 | x | -5% | x | x | -4%
CCOc1ccc(CNC(=O)c2cccc(Nc3nc4ccccc4n4nnnc34)c2)cc1OC | -17 | x | 11% | x | x | 5%
O=C1NC(c2ccccc2)=CC(c2ccccc2O)N1 (stereo unspecified) | -3 | x | -1% | -7% | -20% | -7%
Cc1nn(Cc2c(Cl)cccc2Cl)c(C)c1NC(=O)CCCn1nc([N+](=O)[O-])c(Cl)c1C | -34 | 3% | -2% | -21% | 156%[activator] | -4%
CCCCN(CC)S(=O)(=O)c1ccc2c(c1)n(C)c(=O)c(=O)n2C | -11 | 6% | -1% | 7% | -5% | -1%
COc1ccc2cc(C(=O)C3CCCN(C(=O)c4snnc4C)C3)ccc2c1 (stereo unspecified) | u | -9% | 2% | -7% | 85%[activator] | 6%
CCOc1ccc(-c2cc(NC(=O)c3c(F)cccc3F)c(C(=O)O)s2)cc1 | -27 | 0% | -24% | -22% | -34% | -4%
Cc1ccc2cc(C(=O)O)c(C)nc2c1 | 0 | x | 14% | -6% | -6% | 0%
CN(C)CCNC(=O)c1cccn(Cc2cccc(C(F)(F)F)c2)c1=O | -4 | -7% | 10% | 14% | -7% | 4%
Cc1cccc(C(=O)c2cn[nH]c2-c2ccc(C)cc2O)c1 | 23 | 0% | -20% | 80%[activator] | -35% | u
COc1ccc(C(=O)COC(=O)CNC(=O)C2CCCCC2)c(OC)c1 | -31 | 7% | u | 0% | 15% | 2%

Reprinted from the part before: three entries, then new ones.
SMILES | HCMV inh | Giardia FBPA inh | Sm TGR block | AMA1 RON2 block | AmpC inh no detg | AmpC inh detg
CN(C)CCNC(=O)c1cccn(Cc2cccc(C(F)(F)F)c2)c1=O | -4 | -7% | 10% | 14% | -7% | 4%
Cc1cccc(C(=O)c2cn[nH]c2-c2ccc(C)cc2O)c1 | 23 | 0% | -20% | 80%[activator] | -35% | u
COc1ccc(C(=O)COC(=O)CNC(=O)C2CCCCC2)c(OC)c1 | -31 | 7% | u | 0% | 15% | 2%
COc1cccc(NC(=O)c2cc(=O)c3ccccc3o2)c1 | 1 | 10% | -8% | 2% | -20% | -8%
COc1cc([C@@H]2CC=C(C(=O)O)[C@H](c3ccc(C)cc3)N2S(=O)(=O)c2ccc(C)cc2)cc(OC)c1OC | -18 | x | x | -9% | -9% | x
COc1cc(OC)c(NC(=O)N2CCc3cc(S(=O)(=O)N4CCC(C)CC4)ccc32)cc1Cl | u | x | -7% | x | x | -2%
Cc1ccc(-c2nnn(C/C(N)=N/O)n2)cc1 | -3 | 12% | 0% | -2% | -17% | 1%
Cc1ccc(C(=O)Nc2nc3ccccc3s2)s1 | 34 | -1% | -2% | 4% | -29% | -2%
Cc1cccc(C(=O)Oc2ccc(/C=N/NC(=O)Cc3ccc([N+](=O)[O-])cc3)cc2)c1 | 11 | 0% | -1% | -15% | -25% | -9%
CCOC(=O)c1sc(Nc2ccc(F)cc2)nc1C | u | -3% | 13% | -15% | -17% | 5%
Cc1ccnc(NC(=O)CCNC(=O)c2ccccc2Cl)c1 | 25 | x | -14% | -7% | 0% | -14%
Cc1cc(C)c(NC(=O)CCCOC(=O)C2=COCCO2)c(C)c1 | 7 | 8% | -1% | 21% | 6% | -1%
COCCOC(=O)c1c(NC(=O)CNc2ccc(C)c(F)c2)sc(C(N)=O)c1C | u | 6% | 7% | 13% | -2% | 10%
COc1ccc(/C=C/C(=O)N(CC(C)C)CC(C)C)cc1Br | -40 | 1% | 9% | 4% | 71%[activator] | 0%
COC(=O)c1ccc(OC)c(CSc2nnc(COc3cccc(C)c3)o2)c1 | 49 | -3% | 3% | 19% | -11% | 3%
O=C(NCCc1ccc(Cl)cc1)c1cccn1-c1nnc(N2CCCC2)s1 | 0 | x | 8% | x | x | 5%

From PubChem

Outcome played no part in choosing rows; overall some 7.8% were active at least once.
